TDP2 inh: human TDP2 enzyme inhibitors, primary screen, biochemical, epi absorbance, recombinant enzyme. T5PNP hydrolysis, p-nitrophenol absorbance 415 nm. Tyrosyl-DNA phosphodiesterase 2 (Homo sapiens), O95551. actives 0.34% (n = 370,000). inhibition, % at 12.8 µM;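 active means inhibition above the mean of all tested compounds plus 3 SD, set per campaign, cut at about 25% in these data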;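 further: 0% = DMSO with enzyme and 100% = buffer with substrate but no TDP2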
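System: recombinant human TDP2 / Amount: 120 nM TDP2 per well / Also added: 5 mM T5PNP chromogenic substrate / Doses: 12.8 µM single point, 1% DMSO / Incubation: 2 h at 37 °C / Detection: p-Nitrophenol epi absorbance / Evaluation: % inhibition relative to enzyme-containing and enzyme-free wells / Repeats: singlicate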
ABHD4 inh: ABHD4 inhibitors, primary screen, biochemical, fluorescence polarization, mouse; actives 0.54% (n = 370,000); purified mABHD4, FP-Rh probe fluorescence polarization; inhibition, % at 8.92 µM;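 active means inhibition exceeding the mean over every tested compound plus 3 SD, cut at about 30% in these data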;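 further: 0% = plate median of compound wells and 100% = S159A mutant with DMSO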
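Test system: mABHD4 protein; Read-out basis: % inhibition; Incubation: 45 min + 60 min at 25 °C; Repeats: single replicate; Technique: fluorescence polarization with parallel and perpendicular emission, 525/598 nm; Compound: 8.92 µM, single dose; Benchmarks: full inhibition S159A mutant plus DMSO, zero as sample-well median.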
TCR-CD3 inh: inhibitors of human TCR-CD3 interaction, primary screen, biochemical, fluorescence, TAMRA-labeled TCR probe. T-cell receptor (TCR). inhibition, % at 9.4 µM. actives 0.37% (n = 360,000). AID 651800, 2012; in the data active means inhibition above about 19%;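 further: recombinant mutant TCR 2C K166C tagged with TAMRA read by polarization; 0% = receptor in buffer alone and 100% = receptor with positive control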
PRMT1 inh: PRMT1 methyltransferase inhibitors, primary screen, biochemical, fluorescence polarization; Protein arginine N-methyltransferase 1 (Homo sapiens), Q99873; recombinant PRMT1, activity-based probe fluorescence polarization; inhibition, % at 2.79 µM; actives 1.3% (n = 370,000); AID 652257, 2013;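 active means inhibition above about 21% made by adding two undisclosed values, limit read from the data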
Target sequence (Q99873 whole entry, looked up): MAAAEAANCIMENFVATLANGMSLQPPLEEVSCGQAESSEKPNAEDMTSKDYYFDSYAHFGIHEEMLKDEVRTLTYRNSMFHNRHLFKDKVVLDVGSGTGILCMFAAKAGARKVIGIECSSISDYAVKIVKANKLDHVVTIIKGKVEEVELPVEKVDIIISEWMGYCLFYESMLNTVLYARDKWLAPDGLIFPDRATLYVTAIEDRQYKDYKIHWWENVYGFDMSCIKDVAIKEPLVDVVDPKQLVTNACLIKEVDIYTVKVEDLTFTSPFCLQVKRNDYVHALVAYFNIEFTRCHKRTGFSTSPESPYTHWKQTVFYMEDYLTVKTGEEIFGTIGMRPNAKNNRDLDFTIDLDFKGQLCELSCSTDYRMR
HTRA1 inhibitor: HTRA1 serine protease inhibitors, primary screen, biochemical, fluorescence polarization, HTS. Q92743. recombinant HTRA1, FP-rhodamine activity-based probe. inhibition, % at 5.96 µM. actives 0.5% (n = 340,000). AID 504803, 2011; in the data active means inhibition above about 36%;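 further: 0% = enzyme with DMSO and 100% = wells lacking enzyme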
Target sequence (Q92743 whole entry, looked up): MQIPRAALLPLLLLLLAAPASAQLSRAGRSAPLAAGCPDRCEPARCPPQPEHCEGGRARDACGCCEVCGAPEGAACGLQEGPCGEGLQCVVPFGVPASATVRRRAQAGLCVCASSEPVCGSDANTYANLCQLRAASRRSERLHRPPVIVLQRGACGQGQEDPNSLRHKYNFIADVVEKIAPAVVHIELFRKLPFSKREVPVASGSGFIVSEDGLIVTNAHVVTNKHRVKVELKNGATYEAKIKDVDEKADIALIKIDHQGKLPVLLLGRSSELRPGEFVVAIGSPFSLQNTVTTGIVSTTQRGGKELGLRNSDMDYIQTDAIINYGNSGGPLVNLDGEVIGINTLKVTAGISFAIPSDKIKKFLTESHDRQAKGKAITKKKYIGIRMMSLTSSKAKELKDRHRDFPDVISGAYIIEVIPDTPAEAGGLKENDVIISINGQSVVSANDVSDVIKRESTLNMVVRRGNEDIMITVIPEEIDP
LEDGF integ inh: blockers of LEDGF/p75-dependent integrase strand transfer – biochemical, TR-FRET, high throughput, primary screen; actives 0.64% (n = 370,000); inhibition, % at 3.7 µM; HIV-1 integrase (with human LEDGF/p75); AID 743269, 2014; TR-FRET IN-LEDGF/p75 DNA integration, Eu/Cy5;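 active means inhibition above the screen-wide mean plus 3 SD, cut at about 13% in these data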;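 further: signal is the Cy5 over europium emission ratio at 671 and 618 nm; 0% = plate median of compound wells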
rCAG RNA binder: binders of r(CAG) RNA repeats, primary screen, biochemical, fluorescence. inhibition, % at 3 µM. actives 1.3% (n = 370,000). r(CAG) RNA repeat, TO-PRO-1 dye displacement fluorescence;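 active means inhibition above the plate cutoff, the mean of all test compounds on that plate plus 3 SD, cut at about 35% in these data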;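 further: 0% = DMSO alone and 100% = 100 µM mitoxantrone as full dye displacement; higher means more dye released from RNA so lower well fluorescence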
MBD2 DNA inh: inhibitors of MBD2 binding to methylated DNA, primary screen, biochemical, TR-FRET, DNA-binding domain, human; Methyl-CpG-binding domain protein 2 (Homo sapiens), Q9UBB5; inhibition, % at 4.4 µM; actives 0.31% (n = 370,000); MBD2 binding to methylated oligonucleotide; in the data active means inhibition above about 13%
NPR2 activator: human GC-B receptor activators, primary screen, HEK293 GC-B cells, cGMP TR-FRET, EC30 CNP; 0% at EC30 CNP, 100% saturating CNP; activation, % at 10 µM; actives 0.11% (n = 370,000); AID 1920062, 2024;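 active means activation at 10 µM reaching about 35% in either raw or pattern-adjusted values, limit read from the data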
SIAE primary: human SIAE inhibitors, primary screen, biochemical, fluorescence polarization, FP-Rh probe, 1536-well HTS; SIAE FP-Rh probe binding; inhibition, % at 9.66 µM; actives 0.69% (n = 370,000);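 active means inhibition above a cutoff: mean of compounds within the control limits plus 3 SD of those, cut at about 17% in these data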;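 further: 0% = plate median of compound wells and 100% = probe without SIAE protein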
* hit, by the source's call; / = no result given. The list is partial; rates above refer to the full screens.

Sequence of screens – TDP2 inh	ABHD4 inh	TCR-CD3 inh	PRMT1 inh	HTRA1 inhibitor	LEDGF integ inh	rCAG RNA binder	MBD2 DNA inh	NPR2 activator	SIAE primary
- CCN1CCN(CC(=O)N2N=C(c3cccs3)CC2c2ccc(OC)cc2)C(=O)C1=O (centres undefined)
    -7	-3	6	-1	-2	5	-4	0	2	1
- COc1ccc(CNC(=O)CCCCCNC(=O)N2CCn3c2nc2ccccc23)cc1
    -11	-5	-4	1	5	-2	-3	0	-15	-2
- O=C(CCCn1c(=S)[nH]c2cc3c(cc2c1=O)OCO3)NCCc1ccccc1Cl
    -17	-2	-3	4	3	-5	1	-4	-6	-5
- Cc1cccc(C)c1NC(=O)CNC(=O)C(Cc1ccccc1)NC(=O)c1ccccc1 (centres undefined)
    2	-8	-3	1	-3	2	-4	-2	-2	5
- CCCNC(=O)CSc1nc(COc2ccccc2)nc2ccccc12
    9	2	3	-2	-6	6	-4	-1	-4	2
- O=S(=O)(N1CCCCCC1)N1CCNCC1
    -5	-2	-1	3	3	-1	0	0	2	-5
- CNc1cnc(-c2ccc(F)c(F)c2F)cn1
    -2	-1	-5	-5	/	5	3	-6	-3	12
- COc1ccccc1C(=O)COC(=O)c1ccc(Cl)nc1
    4	3	-6	0	-2	0	0	1	-5	10
- O=C(O)c1ccccc1C(=O)NC1=NN(c2ccccc2)CC1
    -1	10	-1	0	-4	5	1	-1	2	5
- Nc1cc(=O)[nH]c(SCc2csc(-c3ccccc3)n2)n1
    3	2	-5	2	-18	-9	9	1	-2	-8
- NC(=O)CSc1nnc(Cc2ccc3c(c2)OCO3)o1
    3	0	-2	0	-1	-1	1	2	-1	-3
- COc1ccc(C=O)cc1COc1c(F)c(F)cc(F)c1F
    4	-6	8	-1	-19	-1	1	-10	1	-2
- CN(C)S(=O)(=O)c1ccc(C(=O)Nc2ccccc2SCCC#N)cc1
    1	-1	1	2	3	0	-2	-4	9	4
- Cc1nn(C)cc1CNC(=O)C1CCC(=O)N(Cc2cccc(C(F)(F)F)c2)C1 (centres undefined)
    -9	2	3	0	0	0	-2	-3	-3	2
- CC1(C)CC(=O)C(C(N)=NC(=O)c2ccccc2)=C(O)C1
    -6	4	2	-1	-6	2	-7	-2	-1	4

Ordered by the number under TDP2 inh (lowest first): some entries from above.
Structure	TDP2 inh
Cc1nn(C)cc1CNC(=O)C1CCC(=O)N(Cc2cccc(C(F)(F)F)c2)C1 (centres undefined)	-9
CCN1CCN(CC(=O)N2N=C(c3cccs3)CC2c2ccc(OC)cc2)C(=O)C1=O (centres undefined)	-7
CNc1cnc(-c2ccc(F)c(F)c2F)cn1	-2
CN(C)S(=O)(=O)c1ccc(C(=O)Nc2ccccc2SCCC#N)cc1	1

Entries of single compounds as entered above:
Profile of NC(=O)CSc1nnc(Cc2ccc3c(c2)OCO3)o1 = TDP2 inh = 3; ABHD4 inh = 0; TCR-CD3 inh = -2; PRMT1 inh = 0; HTRA1 inhibitor = -1; LEDGF integ inh = -1; rCAG RNA binder = 1; MBD2 DNA inh = 2; NPR2 activator = -1; SIAE primary = -3
Profile of CC1(C)CC(=O)C(C(N)=NC(=O)c2ccccc2)=C(O)C1 = TDP2 inh = -6; ABHD4 inh = 4; TCR-CD3 inh = 2; PRMT1 inh = -1; HTRA1 inhibitor = -6; LEDGF integ inh = 2; rCAG RNA binder = -7; MBD2 DNA inh = -2; NPR2 activator = -1; SIAE primary = 4

New compounds follow.
Sequence of screens – TDP2 inh	ABHD4 inh	TCR-CD3 inh	PRMT1 inh	HTRA1 inhibitor	LEDGF integ inh	rCAG RNA binder	MBD2 DNA inh	NPR2 activator	SIAE primary
- Cc1nc2sc(C(c3cccs3)N3CCC4(CC3)OCCO4)c(O)n2n1 (centres undefined)
    -1	-1	-1	-1	4	1	-4	0	-11	-6
- CC(C)(C)NC(=O)CN(C(=O)CS(=O)CC(=O)Nc1ccc(F)cc1)c1ccc2c(c1)OCCO2 (centres undefined)
    -14	-1	-3	1	1	-9	-7	2	-3	-5
- Cc1ccc(S(=O)(=O)N2C[C@@H]3[C@H]4CC[C@H](C4)[C@@H]3[C@@H](C)[C@@H]2c2cccn2Cc2ccccc2)cc1
    -5	1	1	-2	-6	3	4	1	-1	-6
- CC(=O)c1cc(-c2ccccc2)n(CCC(=O)NC2CCCCCCC2)c1C
    -3	-5	2	4	-13	0	0	10	-6	-5
- COc1ccc(C2C(C(=O)c3ccco3)=C(O)C(=O)N2CCN2CCOCC2)cc1 (centres undefined)
    10	2	-5	3	6	1	4	-6	2	7
- O=C1Nc2ccccc2C1(O)Cc1ccccn1 (centres undefined)
    -1	-1	-1	0	5	-2	-2	5	1	-1
- C=CCn1c(N)cc(=O)nc1SC(C)C(=O)Nc1ccc(C(=O)OCC)cc1 (centres undefined)
    3	2	0	-3	-6	0	3	-2	3	-6
- O=C1c2ccccc2NC(c2ccccc2)N1/N=C/c1ccccc1 (centres undefined)
    -10	9	2	-2	-2	5	5	-3	-4	-4
- CCc1noc(C)c1C(=O)NCCc1ccc(OC)c(OC)c1
    4	3	-3	2	-3	-3	-2	2	1	6
- CC(C)(C)S(=O)N1Cc2cc(=O)n(Cc3ccccc3)cc2[C@@H]1CCO (some centres undefined)
    3	9	-6	14	8	4	13	-2	-3	8
- Cc1ccc(-c2noc(-c3cc4ccccc4oc3=O)n2)cc1
    4	3	-3	0	-4	0	1	0	-11	-11
- O=C(Nc1ccc([N+](=O)[O-])cc1)NN1CCCCCC1
    1	2	-7	3	-8	0	1	2	5	2
- CN(C)C1CN(Cc2cn(Cc3cccc(C(F)(F)F)c3)nn2)S(=O)(=O)C1 (centres undefined)
    2	6	7	-2	/	-2	1	1	-1	3
- COc1ccc(C(=O)NC(=O)CSc2nnc(-c3ccco3)n2-c2ccccc2)cc1
    6	6	5	4	-1	-1	6	-2	0	-3
- O=C(NCc1ccc(F)cc1)C1CCCN(c2nc3ccccc3o2)C1 (centres undefined)
    -7	5	/	0	/	4	1	-1	1	-1
- COc1ccc(NC(=S)N2CCN(CCN=CC3=C(O)CC(c4ccccc4)CC3=O)CC2)cc1 (centres undefined)
    -8	7	7	-1	-4	-3	2	-10	-2	8
- COc1cc(/C=C2/SC(=NCc3ccccc3)N(Cc3ccccc3)C2=O)ccc1O
    -7	-26	-12	-1	-13	2	38*	2	-5	0
- O=C(N/N=C/C(Cl)=C/c1ccccc1)c1ccc2c(c1)OCO2
    -1	-9	4	-1	-13	0	6	3	-3	-15
- O=c1cc(N2CCc3ccccc32)[nH]c(=O)n1-c1ccccc1Cl
    14	0	-7	-2	3	4	3	2	-6	-1
- O=C(COC(=O)c1cccc(Br)c1)NC(=O)NC1CCCC1
    -3	-7	-2	-5	1	4	-6	-5	-4	-9
- O=C(O)CCC(=O)NCC(=O)c1ccc(F)cc1
    7	0	-3	-2	/	-3	2	3	2	6
- Clc1ccc(CNc2cnccn2)cc1Cl
    0	-6	5	-2	6	-3	-2	-4	-6	3
- Nc1ccc2c(c1)-c1ccccc1S(=O)(=O)N2
    4	50*	0	22*	30	-5	25	-5	1	14
- CCn1c(=O)cc(O)c2ccccc21
    -5	-1	4	-4	-2	2	-1	3	7	3
- CSc1cccc(NC(=O)CN(c2cc(C)ccc2C)S(C)(=O)=O)c1
    -6	-19	-3	-3	-11	-3	-1	2	-12	-2
- CCCN1C=CC(=CC=C(C#N)C#N)C=C1
    -18	-1	-3	-18	6	0	-15	-23	-7	1
- Cc1cc(C)cc(N(C(=O)c2ccc(Br)o2)C2C=CS(=O)(=O)C2)c1 (centres undefined)
    -20	-7	-1	-2	1	3	3	-3	-6	-4
- O=C(Nc1cccc(F)c1)C1CCCN1S(=O)(=O)c1cccc2cccnc12 (centres undefined)
    -6	-13	4	-5	-10	6	4	-10	-5	0
- O=C(CSc1nnc(-c2cccc(Cl)c2)o1)Nc1ccc2c(c1)OCCO2
    -8	-6	-4	3	7	2	2	9	-5	-26
- CN(Cc1nc2ccccc2c(=O)[nH]1)C(=O)c1cccc(S(=O)(=O)N2CCCC2)c1
    1	1	1	3	3	-1	3	-2	0	-1
- CC(=O)Nc1ccc(NC(=O)/C=C/c2ccc(Cl)cc2)cc1
    -8	-9	-3	-3	-2	-5	-2	-3	0	-2
- CC(=O)OC(C(=O)NC1CCCCC1)c1ccccc1F (centres undefined)
    -9	0	6	-8	-3	0	-5	4	7	18*
- CCc1cccc2c(C(=O)C(NC(C)CC)c3ccccc3)c[nH]c12 (centres undefined)
    2	0	-2	1	-18	-1	-1	0	-10	-3
- COc1ccc(NC(=O)Nc2ccc3c(c2)C(=O)N([C@H](C)CO)C[C@H](C)[C@@H](CN(C)S(=O)(=O)c2ccc(OC)cc2)O3)cc1
    -8	-2	1	-1	-9	-4	8	-4	3	22*
- O=C(CSc1nc(O)cc(=O)[nH]1)N1CCOCC1
    6	4	5	4	-2	0	-1	4	3	-1
- O=C(CN1CCN(c2ccccc2F)CC1)c1ccc2cc[nH]c2c1
    7	3	9	0	-3	-2	7	-4	3	4
- O=C(Cc1ccc(S(=O)(=O)N2CCOCC2)s1)Nc1ccc2c(c1)CCC2
    7	-14	-5	1	-14	-1	7	3	-6	-7
- CCCCCCCCN1C(=O)[C@@H](CC(=O)NCC2CCCCC2)C[C@@]2(C(=O)OC)C1=C[C@H](C1CCCC1)O[C@@H]2C
    9	0	5	1	/	4	1	-1	-1	-3
- COC(OC)c1ccnc(SCc2ccccc2Cl)n1
    -12	-3	-2	2	2	-4	-3	8	2	4
- O=C(Cc1cccc2ccccc12)NCC1CCCO1 (centres undefined)
    -8	1	-3	-2	4	-3	-5	-5	-5	1
- COc1ccc(-c2cccc(-c3cc(=O)oc4cc5c(cc34)OCO5)c2)cc1
    6	-3	-3	3	-3	-4	4	1	12	-1
- COc1cc(C(O)c2nc3ccccc3n2C(C)C)cc(OC)c1OC (centres undefined)
    -13	0	-1	-4	1	-1	-5	-2	1	3
- O=C(NNC(=O)c1csc(N2CCOCC2)n1)c1ccc(=O)[nH]c1
    -3	-3	5	-3	5	1	2	-2	0	9
- COc1ccc(OC)c(C2C(C(=O)c3ccc(C)o3)=C(O)C(=O)N2c2cc(C)on2)c1 (centres undefined)
    2	11	-7	1	3	-4	7	0	-7	1
- CC1c2cc3c(cc2CCN1C(=O)c1ccc(C(F)(F)F)cc1)OCCCO3 (centres undefined)
    -3	-4	-5	4	-8	-7	-8	2	1	-3
- O=C(NC1CC1)C1=C[C@H](c2c[nH]c3ccccc23)C[C@H](OCCCCO)O1
    15	16	-8	1	1	0	0	-9	1	4
- COC(=O)[C@@]1(C)[C@H]2C(=O)N(Cc3ccccc3)C(=O)[C@H]2[C@H]2CN(C)C(=NC3CCCCC3)N21
    7	6	6	0	7	2	3	-11	4	4
- COc1ccc(CN(C)C(=O)CNC(=O)c2cccs2)c(OC)c1
    2	3	7	0	0	1	0	-6	4	9
